Assay outcomes: PubChem, several laboratories
HUVEC tox IL1B: toxic to HUVEC cells under IL-1B stimulation; cell count reduction, % at 2 µM; actives 0.41% (n = 94,000); HUVEC cell count loss, Hoechst imaging, IL-1B stimulated;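 active = cell count reduction more than 3 SD above the screen-wide mean, cut at about 70% in these data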;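 also: normalized per plate to untreated control cells as the no-loss baseline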
MT1-MMP txn act: activates MT1-MMP transcription | HT1080 MT1-MMP promoter luciferase reporter, luminescence, overnight; hits give high values | activation factor at 10 µM | actives 0.16% (n = 86,000) | AID 750;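 active = activation factor of at least 2 for MT1-MMP transcription at 10 µM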
DAT uptake mod: human DAT dopamine uptake with cocaine, either direction; Q01959; LLC-PK1 hDAT cells, [14C]-dopamine uptake with cocaine IC80; actives deviate in either direction; B-score at 10 µM; actives 1.3% (n = 110,000);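 active = Z score or B-score, a plate-position-corrected score, falls beyond the plate's 99.7% confidence bounds, in either direction; inactive = both scores lie inside the 99.7% bounds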;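 also: scored against the spread of the other compound wells on the same plate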
Target sequence (Q01959 whole entry, looked up): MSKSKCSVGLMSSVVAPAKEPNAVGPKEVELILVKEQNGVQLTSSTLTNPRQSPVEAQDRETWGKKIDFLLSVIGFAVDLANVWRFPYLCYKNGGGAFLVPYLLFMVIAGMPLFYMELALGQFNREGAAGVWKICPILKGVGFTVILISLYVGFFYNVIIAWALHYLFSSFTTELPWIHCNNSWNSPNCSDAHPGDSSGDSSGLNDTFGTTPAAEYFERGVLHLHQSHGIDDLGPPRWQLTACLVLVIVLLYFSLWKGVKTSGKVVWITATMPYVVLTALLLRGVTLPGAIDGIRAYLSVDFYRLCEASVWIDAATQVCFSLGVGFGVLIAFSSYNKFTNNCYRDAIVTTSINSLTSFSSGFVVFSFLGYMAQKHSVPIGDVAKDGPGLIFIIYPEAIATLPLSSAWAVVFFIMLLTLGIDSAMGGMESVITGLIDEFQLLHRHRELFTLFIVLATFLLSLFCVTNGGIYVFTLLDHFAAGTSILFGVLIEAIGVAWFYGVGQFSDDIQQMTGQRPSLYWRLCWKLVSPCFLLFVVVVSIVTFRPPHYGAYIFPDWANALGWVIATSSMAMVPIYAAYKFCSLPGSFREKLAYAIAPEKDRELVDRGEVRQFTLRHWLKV
Smad3 inh: inhibitors of human Smad3 transcription factor binding | TR-FRET Smad3/Dy647-FoxH1 peptide binding, europium anti-His | inhibition, % at 25 µM | actives 0.29% (n = 88,000) | AID 630;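 active = compounds that reduce the energy-transfer binding signal between the protein and its labelled peptide by more than half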;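 also: 0% = Smad3 plus labelled peptide maximal FRET and 100% = peptide-only background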
Target sequence (P84022 whole entry, looked up): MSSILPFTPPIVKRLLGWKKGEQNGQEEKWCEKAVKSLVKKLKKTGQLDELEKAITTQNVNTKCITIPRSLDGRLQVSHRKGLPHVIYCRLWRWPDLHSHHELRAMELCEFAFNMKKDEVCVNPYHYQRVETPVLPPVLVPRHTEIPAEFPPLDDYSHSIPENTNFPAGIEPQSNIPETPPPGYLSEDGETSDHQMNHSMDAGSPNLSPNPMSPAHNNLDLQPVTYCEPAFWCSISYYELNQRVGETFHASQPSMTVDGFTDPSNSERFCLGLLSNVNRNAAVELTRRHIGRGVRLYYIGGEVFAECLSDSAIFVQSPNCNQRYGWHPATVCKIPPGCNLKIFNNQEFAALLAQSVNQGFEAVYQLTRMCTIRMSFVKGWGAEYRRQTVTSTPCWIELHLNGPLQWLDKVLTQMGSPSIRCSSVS
TNFa cytotox: HUVEC cytotoxicity counter-screen, TNF alpha stimulated; HUVEC TNFalpha-stimulated, Hoechst cell count, imaging; cell count reduction, % at 2 µM; actives 0.17% (n = 93,000); AID 848;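 active = cell count reduction exceeding the screen mean by over 5 SD, scaled to untreated wells per plate, cut at about 78% in these data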;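 also: cells counted after 24 h of TNF alpha exposure following the 1 h pretreatment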
VCAM1 TNFa inh: reduces TNF alpha induced VCAM1 expression in HUVEC. HUVEC TNFa-induced VCAM-1 immunofluorescence, high-content imaging. inhibition, % at 2 µM. actives 0.48% (n = 95,000);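 active = inhibition above the batch mean plus 3 SD, with images confirmed as a hit by eye, cut at about 37% in these data; inconclusive = inhibition above that limit but hit not confirmed in images; inactive = inhibition not above that limit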;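 also: 0% = TNF-stimulated DMSO wells and 100% = unstimulated control wells; not every result past the cut was called active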
LYP inh 2: inhibitors of human LYP (PTPN22) phosphatase; actives 0.21% (n = 96,000); AID 640; recombinant LYP catalytic domain, DiFMUP fluorescence; inhibition, % at 2 µM;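 active = inhibition at 2 µM at or above a set limit, the screen mean plus 3 SD, cut at about 24% in these data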;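 also: 0% = DMSO with enzyme and 100% = enzyme fully blocked by orthovanadate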
Candida biofilm: kills Candida albicans biofilms. inhibition, % at 6 µM. C. albicans biofilm + clotrimazole, Alamar Blue. actives 0.14% (n = 85,000);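 active = inhibition above 20%; inactive = inhibition below 20%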;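 also: preformed 24 hr biofilms exposed to compound for 48 hr; 0% = biofilm without compound and 100% = blank killed by clotrimazole plus chlorhexidine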
F-actin modifier: modifiers of cytoskeleton assembly; HUVEC TNFa F-actin phalloidin imaging, high content; inhibition, % at 2 µM; actives 0.18% (n = 91,000);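 active = inhibition above the batch mean plus 3 SD and confirmed as a hit by visual image inspection, cut at about 30% in these data, passing the limit was not always enough; inconclusive = above the inhibition threshold but rejected on visual inspection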; also: strong numbers were not always called active
Starred values were filed as active, the others as inactive; ? = inconclusive; . = no result given; [ ] = dose if it differs, or a comment.

# | mol | HUVEC tox IL1B | MT1-MMP txn act | DAT uptake mod | Smad3 inh | TNFa cytotox | VCAM1 TNFa inh | LYP inh 2 | Candida biofilm | F-actin modifier
1 | Cc1cccc(-c2cc3nc4c(c(N5CCCC(O)C5)n3n2)CCC4)c1 (stereo unspecified) | -20 | 1 | 3.4* | 2 | 4 | -12 | -10 | 4 | -10
2 | Cc1cc(=O)[nH]c(SCC(=O)Nc2nc3c(s2)CCCC3)n1 | 16 | 1.2 | 1.4 | -2 | -6 | 24 | -2 | . | -36
3 | CN(Cc1cccs1)C(=O)CSc1nnnn1C | 11 | 1 | -0.38 | 5 | 10 | 4 | 13 | -4 | 18
4 | C/C(=N\OC(=O)c1ccc(Cl)cc1)c1nccs1 | -18 | . | -2.8* | . | -15 | -4 | -3 | . | 8
5 | O=C(CS(=O)c1cccc(C(F)(F)F)c1)Nc1ccc(Cl)cc1Cl (stereo unspecified) | 18 | . | -0.31 | . | -6 | -1 | 1 | . | 1
6 | CCC1CCCCN1S(=O)(=O)c1ccc(NC(=O)CSc2ncccc2C(=O)O)cc1 (stereo unspecified) | . | 1.1 | -0.05 | 9 | . | . | . | -2 | .
7 | O=C(O)CC1Sc2nc3ccccc3n2C1=O (stereo unspecified) | 1 | 1.1 | . | -5 | 7 | 16 | -5 | 10 | -11
8 | O=C(C1CC1)N1CCN=C1SCc1cccc(C(F)(F)F)c1 | 1 | 1.1 | 0.81 | 8[fluorescence artefact?] | -42 | 0 | 13 | . | -21
9 | CCCCS(=O)(=O)C1CCS(=O)(=O)C1 (stereo unspecified) | 2 | 1.1 | -0.18 | 2 | -5 | 23 | -6 | -1 | 4
10 | COc1ccc(Cl)c(NC(=O)Nc2c(C)n(-c3ccccc3)c(=O)n2C)c1 | -2 | 1.1 | 0.14 | -6 | 9 | 94* | -15 | 3 | -5
11 | N#Cc1cc2c(nc1SCc1ccccc1)CCCCC2 | -9 | 1.2 | -0.032 | -7 | -8 | 16 | 1 | 7 | 13
12 | O=C(CN1CCN(C(=O)c2cccc(F)c2)CC1)NC1CCCCC1 | 5 | 1.1 | -0.044 | 10 | -15 | 4 | 4 | -1 | -55

Some of these compounds in order of their number in F-actin modifier, largest number first.
No.	SMILES	MT1-MMP txn act	DAT uptake mod	Smad3 inh	VCAM1 TNFa inh	LYP inh 2	F-actin modifier
5	O=C(CS(=O)c1cccc(C(F)(F)F)c1)Nc1ccc(Cl)cc1Cl (stereo unspecified)	.	-0.31	.	-1	1	1
10	COc1ccc(Cl)c(NC(=O)Nc2c(C)n(-c3ccccc3)c(=O)n2C)c1	1.1	0.14	-6	94*	-15	-5
7	O=C(O)CC1Sc2nc3ccccc3n2C1=O (stereo unspecified)	1.1	.	-5	16	-5	-11

The list goes on.
# | mol | HUVEC tox IL1B | MT1-MMP txn act | DAT uptake mod | Smad3 inh | TNFa cytotox | VCAM1 TNFa inh | LYP inh 2 | Candida biofilm | F-actin modifier
13 | O=C(CN1C(=O)c2ccccc2C1=O)Nc1nc(-c2cccc([N+](=O)[O-])c2)cs1 | 23 | 1 | . | 13[fluorescence artefact?] | -12 | -8 | 3 | -5 | 3
14 | COCCn1c(SCC(=O)Nc2cccc(OC)c2)nnc1-c1ccccc1 | -32 | 1 | 0.45 | 9 | -8 | -1 | -5 | 4 | -6
15 | O=C1N(Nc2ccccc2)C(c2ccc(Br)cc2)C12CCCC2 (stereo unspecified) | -12 | 1.2 | -0.027 | 1 | -19 | 9 | 5 | 6 | 3
16 | COc1cc(C(=O)Nc2ccc(-n3cnnn3)c(C)c2)cc(OC)c1OC | 2 | 1.1 | -0.071 | -1 | 5 | 16 | 0 | 0 | -22
17 | Cc1nc2c3ccccc3n(CC#N)c(=O)n2n1 | 5 | 1.2 | -1.3 | 6 | -27 | 10 | 5 | 12 | -7
18 | COc1ccccc1NC(=O)c1ccc(-n2cccn2)nc1 | -6 | . | 2 | . | 4 | 3 | -2 | . | -10
19 | Cc1ccc(OCC(=O)N2CCCCCC2)c(C)c1 | 86* | 1.1 | 0.054 | -5 | -18 | 6 | -16 | 3 | 4
20 | O=C(NCc1ccco1)C1CCN(S(=O)(=O)c2cccc3cccnc23)CC1 | 6 | 1.1 | -0.19 | -3 | -26 | 5 | -10 | 0 | 3
21 | CCCCN(C(=O)Nc1ccc(Cl)cc1)C1CCN(C(C)=O)CC1 | -15 | 0.9 | -0.19 | 12 | -22 | 2 | 0 | 5 | 10
22 | C/C(=N\OC(=O)c1cccc(C(F)(F)F)c1)c1sc(-c2ccccc2)nc1C | -3 | . | . | . | -18 | -1 | 2 | . | 15
23 | CN1CCN(C(=O)c2c(O)c3cccc4c3n(c2=O)CC4)CC1 | . | 0.9 | 0.013 | 10 | . | . | . | 5 | .
24 | Cn1c(=O)oc2cc(S(=O)(=O)N3CCCC(C(=O)Nc4ccc5c(c4)OCCO5)C3)ccc21 (stereo unspecified) | -17 | 1.2 | 1 | -1 | -17 | 11 | -1 | 10 | -7

One compound at a time, from the list above. Order of screens: HUVEC tox IL1B, MT1-MMP txn act, DAT uptake mod, Smad3 inh, TNFa cytotox, VCAM1 TNFa inh, LYP inh 2, Candida biofilm, F-actin modifier
COc1cc(C(=O)Nc2ccc(-n3cnnn3)c(C)c2)cc(OC)c1OC as listed: 2, 1.1, -0.071, -1, 5, 16, 0, 0, -22
COc1ccccc1NC(=O)c1ccc(-n2cccn2)nc1 as listed: -6, ., 2, ., 4, 3, -2, ., -10
Cn1c(=O)oc2cc(S(=O)(=O)N3CCCC(C(=O)Nc4ccc5c(c4)OCCO5)C3)ccc21 (stereo unspecified) as listed: -17, 1.2, 1, -1, -17, 11, -1, 10, -7
CCCCN(C(=O)Nc1ccc(Cl)cc1)C1CCN(C(C)=O)CC1 as listed: -15, 0.9, -0.19, 12, -22, 2, 0, 5, 10
Cc1ccc(OCC(=O)N2CCCCCC2)c(C)c1 as listed: 86*, 1.1, 0.054, -5, -18, 6, -16, 3, 4

With a hit mark in VCAM1 TNFa inh, of those listed so far:
| cpd | SMILES | MT1-MMP txn act | DAT uptake mod | Smad3 inh | VCAM1 TNFa inh | LYP inh 2 | F-actin modifier |
| --- | --- | --- | --- | --- | --- | --- | --- |
| 10 | COc1ccc(Cl)c(NC(=O)Nc2c(C)n(-c3ccccc3)c(=O)n2C)c1 | 1.1 | 0.14 | -6 | 94* | -15 | -5 |

Later entries.
# | mol | HUVEC tox IL1B | MT1-MMP txn act | DAT uptake mod | Smad3 inh | TNFa cytotox | VCAM1 TNFa inh | LYP inh 2 | Candida biofilm | F-actin modifier
25 | Cc1onc(-c2c(Cl)cccc2Cl)c1C(=O)N/N=C(\N)COc1ccc(Cl)cc1 | 6 | . | -0.76 | . | -14 | -2 | 7 | . | -4
26 | COc1ccccc1CNC(=O)CCn1c(=O)sc2ccccc21 | -38 | 1 | -0.21 | -1 | -8 | -5 | 4 | 4 | 8
27 | CCn1c(SCC(=O)N2CCCCC2C)nc2ccsc2c1=O (stereo unspecified) | -7 | 1.1 | -0.021 | -1 | -14 | 3 | 8 | 9 | 2
28 | N#Cc1cn(Cc2ccccc2)c2ccccc12 | 4 | 1.2 | -0.43 | 5 | -4 | -7 | 1 | 5 | -22
29 | COCCN1CCn2c(nc3cc(NC(=O)c4ccc(OC)cc4)ccc32)C1 | -16 | 1.2 | 0.94 | 6 | -9 | 0 | 3 | 9 | 26
30 | CCOC(=O)N1CCN(CCC(=O)Nc2ccc(OC(F)(F)F)cc2)CC1 | 0 | 1 | -0.88 | . | 23 | 19 | 10 | . | -20
31 | CCOc1ccccc1Nc1ccc(C(=O)O)cc1NC(C)=O | . | 1.1 | -1.6 | 1 | . | . | . | -3 | .
32 | CCCc1cc(-c2[nH]ncc2-c2ccc(C(=O)OCC)o2)c(O)cc1O | -5 | 1.1 | -0.44 | 13 | -9 | 16 | -3 | 5 | 8
33 | Cn1c(-c2cc3c(C(F)(F)F)nn(C)c3s2)n[nH]c1=S | -10 | . | -0.57 | . | -6 | 2 | -1 | . | 2
34 | CCOC(=O)C1(C)/C(=N/Nc2ccc(Cl)cc2)C(=O)C(=O)N1c1ccccc1 (stereo unspecified) | 27 | 0.9 | 0.52 | -7 | 7 | 3 | 7 | 0 | -7
35 | O=C(CSc1nc2ccccc2c(=O)[nH]1)N1CCOCC1 | . | 1.2 | -0.58 | 14 | . | . | . | 5 | .
36 | COc1cccc(C2c3c(-c4ccccc4)n[nH]c3C(=O)N2c2ccc(C(=O)O)cc2)c1 (stereo unspecified) | -16 | . | 0.44 | . | -15 | 6 | -10 | . | -2
37 | CCCCCCCC(=O)N/N=C(\C)c1cccnc1 | -11 | 1.3 | -0.44 | -8 | -13 | -5 | 5 | . | ?
38 | O=C(COC(=O)c1cnccn1)NCc1ccccc1 | -1 | 1.2 | -0.19 | -2 | 3 | -18 | 6 | 6 | -17
39 | Cc1nnc(NC(=O)C(C)Oc2ccc3c(C)cc(=O)oc3c2)s1 (stereo unspecified) | -8 | 1.1 | -0.15 | -3 | -1 | -6 | 0 | 9 | 5
40 | Cc1ccc(-c2nnc(SCC(=O)OC(C)C)n2N)cc1 | -10 | 1.2 | -2 | 7 | -8 | 6 | -4 | 3 | 8
41 | Cc1cc(NC(=O)COC(=O)c2cccc(S(=O)(=O)N3CCOCC3)c2)no1 | 20 | 1 | -0.6 | 4 | -18 | 3 | 3 | 6 | -1
42 | Cc1ccc(S(=O)(=O)CCC(=O)OCC(=O)N2CC(=O)Nc3ccccc32)cc1 | 44 | 1.2 | -0.41 | -1 | -5 | -4 | -22 | 5 | 19
43 | CCN1CCN(C(=S)c2ccc(Br)cc2)CC1 | 6 | . | -0.023 | . | -7 | 8 | -7 | . | 0
44 | CN(C)CCOc1ccccc1C(C)(C)C | -19 | 1.1 | -0.9 | -4 | 8 | -16 | 7 | 5 | .
45 | C=CCC1c2cccc(C(=O)O)c2C(=O)N1c1ccc(Cl)cc1 (stereo unspecified) | -12 | 1.1 | 1.3 | 11 | -9 | 10 | 7 | 2 | 8
46 | O=C(Cc1ccc(Cl)cc1)Nc1ccc(-c2nnc(-c3ccco3)o2)cc1 | -16 | 1.1 | 0.29 | 12[fluorescence artefact?] | 1 | -7 | -5 | 5 | -3
47 | C=CCc1ccccc1OCC(=O)OCCNC(=O)c1cccnc1 | 3 | . | 0.76 | . | -16 | -4 | 2 | . | 23
48 | Cc1cc(-n2c(C)cc(C(=O)CN3C(=O)NC4(CCCCCC4)C3=O)c2C)no1 | -2 | 1 | -0.59 | 4 | 17 | -1 | 4 | 9 | 3
49 | O=C(C1COc2ccccc2O1)N1CCN(c2ccccc2F)CC1 (stereo unspecified) | -11 | 1.3 | -0.16 | 8 | -28 | -36 | 4 | 3 | 10
50 | CC(NC(=O)c1ccccc1NC(=O)c1ccco1)C(=O)O (stereo unspecified) | 19 | 1 | -1.6 | -3 | 17 | -2 | 6 | 4 | -29
51 | COc1ccc(-c2nc(N)ncc2Oc2ccccc2Br)c(O)c1 | -7 | 1.1 | -0.29 | 6 | -37 | -23 | -2 | 8 | 4
52 | CC1CCCCN1C(=O)Cn1c(=O)n(C2CCCCC2)c(=O)c2ccccc21 (stereo unspecified) | 1 | 1.1 | -0.019 | -2 | -8 | 8 | -6 | 8 | 8

The list is partial, so the mix of outcomes need not match the whole.
